MT stabilizer = stabilizes microtubules in HeLa cells | actives 0.83% (n = 200,000) | % tubulin-high responders, % at 10 µM | HeLa tubulin immunostaining HCS, 24 h; share of cells brighter than vehicle mean+2SD;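 active = plate Z-score above 3 for both tubulin-high and condensed-nucleus cell shares, with cell loss under 80%, at 10 µM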;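 also: anti alpha tubulin signal scored within the nucleus-defined area of each cell; some results filed as inactive read as strong as hits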
Dynein cargo inh = blocks dynein driven cargo transport along microtubules. 3617.4 mouse cells, GR-EGFP nuclear translocation imaging; test concentration mostly 20 µM; stimulated with dexamethasone, 1 µM; active compounds read low. z-score, hits read low. actives 0.47% (n = 220,000). AID 1381;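 active = plate z-score of nuclear minus cytoplasmic receptor signal below a set negative limit, without overly bright fluorescence or cell loss, cut at about -3.5 in these data, passing the limit was not always enough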;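 also: z-score of nuclear minus cytoplasmic ring GR-EGFP intensity difference per well; some compounds called inactive have numbers as strong as hits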
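medium = tetracycline-free induction medium containing charcoal-stripped FBS | also added = 1.0 µM final dexamethasone stimulus | schedule = 48 h induction, 1 h compound, 30 min dex at 37 °C | technique = fixed, Hoechst-stained cells imaged at 10x for EGFP | measure = GR-EGFP nuclear translocation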
HEK293 NOD2/NF-kB = NOD2 signaling inhibitors, cell-based, luminescence, uHTS, HEK293 (AID 1566) | HEK293 NOD2/NF-kB luciferase reporter, luminescence; higher % means a stronger effect | inhibition, % at 4 µM, or EC50 in µM where a hit was titrated | actives 0.63% (n = 290,000); in the data active = inhibition above about 50%; also: many of its hits are not listed in these tables
M17LAP inhibition = P. falciparum M17LAP inhibitors, primary screen, biochemical, fluorogenic H-Leu-NHMec substrate, 1536-well (AID 1619); recombinant M17LAP, H-Leu-NHMec fluorogenic kinetic assay; higher % means a stronger effect; inhibition, % at 30 µM, or IC50 in µM where a hit was titrated; actives 0.38% (n = 220,000);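 active = compound inhibiting the enzyme by more than half at any dose during confirmatory dose-response retesting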;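 also: plate controls were full reaction with DMSO carrier for no effect and no enzyme background for full effect; strong numbers were not always called active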
NOD1 NF-kB reporter = NOD1 signaling inhibitors, primary screen, cell-based, luminescence, uHTS (AID 1578); NOD1-driven NF-kB luciferase reporter cells, luminescence; higher % means a stronger effect; inhibition, % at 4 µM, or EC50 in µM where a hit was titrated; actives 1% (n = 290,000); in the data active = inhibition mostly above about 36%, no sharp cut-off; inactive = mostly below about 34%;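 also: HEK-293T reporter cells stimulated with the NOD1 agonist gamma-tri-DAP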
bCat nuc transl = beta-catenin nuclear translocation modulation; HeLa beta-catenin nuclear translocation, immunofluorescence imaging; nuclear translocation activity, % at 5 µM; actives 0.3% (n = 190,000); AID 1665;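 active = nuclear translocation activity above 50% at 5 µM, with a well cell count of 50 or more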;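 also: per-cell ratio of nuclear to cytoplasmic median beta-catenin stain intensity; plate controls were DMSO negative control for no effect and GSK-3 inhibitor IX positive control for full effect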
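test system = HeLa cells, endogenous beta-catenin | dosing = single 5 µM dose plus 0.02–20 µM confirmation series | times = compound treatment 24 h, 37°C, 5% CO2 | technique = beta-catenin immunofluorescence imaging with DAPI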
Autophagy mod = alters autophagy in cells | MEF GFP-LC3 puncta imaging; test concentration mostly 10 µM | calls only at 10 µM (by protocol) | actives 0.98% (n = 190,000) | AID 463193;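 active = percentage of spot-positive cells more than 3 SD above its plate mean, without a fluorescence outlier flag or 80% toxicity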;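 also: spot-positive cell cutoff set from DMSO-treated cells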
Ins promoter up = MIN6 insulin promoter up-regulation; MIN6 insulin promoter-GFP reporter, high-content imaging; active compounds read high; AID 1625; z-score at 5 µM; actives 0.3% (n = 190,000);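 active = z-score above 3 at 5 µM with at least 500 cells counted in the well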
Yfh1-depleted yeast = mitochondrial function rescue without frataxin homolog – Friedreich's ataxia, plus single-dose screen, dose response (AID 1465) | S. cerevisiae Yfh1-off respiration, WST-1 reduction, 72 h; higher fold induction means a stronger effect | fold induction at 50 µM, or EC50 in µM where a hit was titrated | actives 0.074% (n = 220,000);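 active = fold induction of absorbance versus untreated yeast above a set limit, then at least 30% activation at any dose in follow-up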;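 also: activators that raise dye reduction in frataxin-depleted yeast; strong numbers were not always called active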
Dynein cargo inh cytoplasmic EGFP = recorded beside Dynein cargo inh, whose call it bears; z-score; measured here: cytoplasmic GR-EGFP intensity; active compounds read high
Dynein cargo inh nuclear GR-EGFP = also measured in Dynein cargo inh; calls as there; z-score; measured here: nuclear GR-EGFP intensity;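 lower value marks the stronger effect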
Dynein cargo inh cell count = second read-out of Dynein cargo inh, no call of its own (marks repeat the call); z-score; measured here: cell count per field
Ins promoter up cell count = also measured in Ins promoter up; calls as there; cell count; measured here: cytotoxicity, nuclei count;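 total cells summed across four imaged fields per well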
bCat nuc transl cell count 5 µM = recorded beside bCat nuc transl, whose call it bears; cell count; measured here: cell count, cytotoxicity flag
MT stabilizer Hoechst-high % = second read-out of MT stabilizer, no call of its own (marks repeat the call); % Hoechst-high responders; measured here: nuclear condensation Hoechst responders;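 share of cells brighter than vehicle mean plus two SD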
MT stabilizer cytotoxicity % = also measured in MT stabilizer; calls as there; toxicity, %; measured here: cytotoxicity by cell density;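 0% = mean cell density of plate MIN control wells and 100% = no cells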
Autophagy mod cell loss 18 h = second read-out of Autophagy mod, no call of its own (marks repeat the call); toxicity, %; measured here: cell loss, nuclei count;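 cell loss after 18 h compound exposure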
An asterisk follows results filed as active; i = inactive; / = not tested or not shown. This is a subset; the hit share may differ from the screen's.

Preview (three entries):
SMILES,MT stabilizer,MT stabilizer Hoechst-high %,MT stabilizer cytotoxicity %,Dynein cargo inh,Dynein cargo inh cytoplasmic EGFP,Dynein cargo inh nuclear GR-EGFP,Dynein cargo inh cell count,HEK293 NOD2/NF-kB,M17LAP inhibition,NOD1 NF-kB reporter,bCat nuc transl,bCat nuc transl cell count 5 µM,Autophagy mod,Autophagy mod cell loss 18 h,Ins promoter up,Ins promoter up cell count,Yfh1-depleted yeast
CS(=O)(=O)NN1C(=O)c2ccccc2NC1c1cccs1 (stereo not given),1.7,1.4,2.3,-0.66,-0.26,-0.33,0.47,-3%,-18%,-28%,-1.3,1117,i,19,-0.65,1089,i
COc1ccc(-c2cc3c(=O)n(CC(=O)NC4CCN(Cc5ccccc5)CC4)ncn3n2)cc1,3.4,2.0,10,1,0.074,1,0.049,-14%,-2%,-24%,-0.9,1100,i,2,0.2,1288,i
Cc1cc(C)c2c(=O)[nH]c(=O)n(Cc3ccccc3)c2n1,2.6,2.0,6.3,-0.89,-0.26,-0.47,0.48,-1%,-4%,9%,-1.0,1138,i,-3,0.52,911,i

All compounds of this part, from the first entry:
SMILES,MT stabilizer,MT stabilizer Hoechst-high %,MT stabilizer cytotoxicity %,Dynein cargo inh,Dynein cargo inh cytoplasmic EGFP,Dynein cargo inh nuclear GR-EGFP,Dynein cargo inh cell count,HEK293 NOD2/NF-kB,M17LAP inhibition,NOD1 NF-kB reporter,bCat nuc transl,bCat nuc transl cell count 5 µM,Autophagy mod,Autophagy mod cell loss 18 h,Ins promoter up,Ins promoter up cell count,Yfh1-depleted yeast
CS(=O)(=O)NN1C(=O)c2ccccc2NC1c1cccs1 (stereo not given),1.7,1.4,2.3,-0.66,-0.26,-0.33,0.47,-3%,-18%,-28%,-1.3,1117,i,19,-0.65,1089,i
COc1ccc(-c2cc3c(=O)n(CC(=O)NC4CCN(Cc5ccccc5)CC4)ncn3n2)cc1,3.4,2.0,10,1,0.074,1,0.049,-14%,-2%,-24%,-0.9,1100,i,2,0.2,1288,i
Cc1cc(C)c2c(=O)[nH]c(=O)n(Cc3ccccc3)c2n1,2.6,2.0,6.3,-0.89,-0.26,-0.47,0.48,-1%,-4%,9%,-1.0,1138,i,-3,0.52,911,i
CS(=O)(=O)N(CC(=O)N1CCN(C(c2ccccc2)c2ccccc2)CC1)C1CCCCC1,1.2,1.2,9.7,-0.71,0.1,-0.051,0.059,9%,5%,0%,-5.7,1124,i,1,/,/,i
CC1Cc2ccccc2N1C(=O)CCS(=O)(=O)c1cccc2nonc12 (stereo not given),4.8,1.9,3.3,-0.64,-0.17,-0.0032,0.2,1%,-1%,/,-0.6,1078,i,-4,-0.52,1224,i
Cc1ccc(NC(=O)c2oc3ccccc3c2NC(=O)c2ccc3c(c2)OCO3)cc1,3.5,2.0,0.2,-1.4,-0.47,-0.82,0.96,-16%,-14%,18%,-1.1,1368,i,4,-0.22,1659,i
Cc1ccc(-n2c(=O)[nH]cc(C(=O)Nc3ccc4c(c3)OCO4)c2=O)cc1C,/,/,/,/,/,/,/,-16%,/,-15%,0.2,1025,/,/,-0.6,1848,i
O=C(O)CCn1c(SCc2cc(=O)n3ccccc3n2)nc2ccsc2c1=O,3.0,2.5,6.5,0.41,-0.042,0.46,-0.16,6%,2%,-15%,-3.2,1118,i,8,2.1,1188,i
C=CCNC(=O)c1sc(=S)n(-c2ccc(C(=O)OCC)cc2)c1N,3.3,2.8,12,-0.39,-0.18,0.19,-0.024,-5%,8%,-18%,1.7,1001,i,11,-0.75,1237,i
O=C(COc1ccccc1)N(Cc1cc2ccccc2[nH]c1=O)CC1CCCO1 (stereo not given),1.7,1.6,3.6,-0.28,-0.22,0.29,0.9,6%,-5%,8%,-2.5,841,i,-3,-0.29,1226,i
Cn1ccnc1Sc1ccccc1[N+](=O)[O-],1.6,1.3,4.7,2.3,-0.28,2.2,-1.8,-4%,-8%,-15%,-1.2,1105,i,3,1.2,1033,i
O=C(COc1ncnc2cc([N+](=O)[O-])ccc12)NCc1ccc2c(c1)OCO2,1.2,1.1,5.9,-0.71,-0.16,0.13,0.49,-8%,3%,-2%,-3.7,1168,i,-6,0.59,916,i
Cc1ccccc1-n1ncc2c(SCC(=O)NCc3cccs3)ncnc21,55,4.4,73,0.89,-0.16,0.4,-0.84,-19%,-4%,14%,10,1202,i,9,3.6*,1459*,i
CCc1nnc(NS(=O)(=O)c2ccc(NC(=O)/C=C/c3ccc(F)cc3)cc2)s1,3.2,3.0,11,0.71,-0.051,0.28,-0.64,20%,46%,-19%,-0.2,1038,i,-3,-0.53,1642,i
CN(NC(=O)c1ccccc1F)c1ccc([N+](=O)[O-])cn1,/,/,/,-0.49,-0.24,0.18,0.2,3%,23%,-12%,-1.0,1366,/,/,/,/,i
CSc1nnc(Cn2c(=O)sc3ccccc32)n1C,3.7,3.1,3.7,0.6,-0.12,0.67,0.42,0%,3%,-39%,-3.6,1228,i,23,0.28,1216,i
Cc1cc(C)n2nc(NCc3cccc(Br)c3)nc2n1,7.7,2.8,7.7,0.59,0.12,1.1,-0.59,-24%,14%,-36%,0.9,1173,i,10,0.65,1207,i
Cn1ccc(-c2cc(C(=O)O)c3ccccc3n2)n1,3.5,2.5,3.5,0.22,0.95,0.28,-0.52,7%,11%,-28%,2.0,1100,i,7,-0.03,1250,i
CN(Cc1ccccc1)C(=O)CSc1nc2cc(C(=O)N3CCC(C(N)=O)CC3)ccc2c(=O)n1-c1ccccc1,/,/,/,-1.1,-0.26,0.098,0.4,-2%,9%,-10%,0.0,1354,/,/,0.21,1091,i
CC(Sc1nnc(-c2ccc(O)cc2)o1)C(=O)Nc1cccc2ccccc12 (stereo not given),1.6,1.3,5.6,4.3,0.45,2.8,-1.9,-19%,11%,-20%,-3.4,1210,i,0,0.11,964,i
Cc1cc(/C=C2\SC(N)=NC2=O)c(C)n1-c1ccccc1,1.0,0.5,7.5,-0.19,-0.27,-0.18,0.92,-78%,-4%,-74%,3.4,1216,i,-2,-0.25,891,/
CCOC(=O)c1ccoc1CSCc1ccc(C(=O)OC)o1,3.2,2.1,12,-0.87,-0.34,-0.24,0.55,-13%,4%,-10%,-4.4,1164,i,-31,/,/,i
CCC(C(=O)N1CCN(C(=O)c2ccco2)CC1)c1ccccc1 (stereo not given),3.2,0.9,1.2,0.21,-0.21,0.36,0.46,2%,2%,-27%,-1.6,1403,i,-3,-0.09,1506,i
O=C(CCN1C(=O)c2ccccc2C1=O)Nc1cc(F)ccc1F,1.2,1.3,6.6,-0.38,0.63,0.19,0.17,4%,5%,-5%,1.1,1177,i,7,-0.26,1022,i
CCOC(=O)C1CCCN(C(=O)c2cc(-c3ccc(C)cc3)nc3ccccc23)C1 (stereo not given),3.0,2.2,7.6,-1.2,-0.29,-0.21,0.13,-3%,-1%,-31%,-0.8,1119,i,15,-1.1,993,i
COc1ccccc1NC(=O)CSc1nnc(-c2ccccn2)n1Cc1ccco1,4.9,3.8,2.7,-1.4,0.084,-0.91,1.9,-2%,14%,-8%,3.5,828,i,3,0.32,1072,i
CCCC(C(=O)O)N1C(=O)/C(=C2\C(=O)N(C)c3ccccc32)SC1=S (stereo not given),/,/,/,/,/,/,/,11%,/,-19%,-1.0,1433,/,/,-0.17,1493,/
Cc1nn(-c2ccccc2)c(C)c1/C=C/C(=O)OCC(=O)NC1CCS(=O)(=O)C1 (stereo not given),2.4,1.5,4.3,0.056,-0.3,-0.03,0.65,7%,0%,-17%,1.0,1099,i,19,/,/,i
COc1ccc(C2NC(=S)NC(C)=C2C(=O)c2ccccc2)cc1OC (stereo not given),2.2,2.4,2.8,1.2,-0.14,0.6,-1,3%,3%,-23%,-1.5,1118,i,0,0.72,1428,i
O=C(CN1C(=O)CSC1=O)Nc1ccc2c(c1)OCCO2,2.7,1.4,13,-1.1,-0.33,-0.4,0.49,-5%,54%,-37%,-2.6,1106,i,19,0.66,1122,i
CC(=O)N/C(=C/c1ccc2c(c1)OCO2)C(=O)NCc1ccccc1,3.4,1.0,7.5,-0.26,-0.33,0.065,0.69,-2%,4%,-14%,-0.6,1465,i,-18,0.3,1524,i
O=P(O)(CP(=O)(c1ccccc1)c1ccccc1)c1ccccc1O,4.0,1.6,0.1,0.31,-0.22,0.33,-0.63,13%,5%,9%,/,/,i,3,/,/,i
CCn1c(SCC(=O)c2c(N)n(C)c(=O)n(C)c2=O)nnc1-c1ccccc1,3.7,1.4,2.6,-0.32,0.26,0.15,0.39,4%,0%,-15%,3.9,1007,i,2,-0.24,1232,i
O=C(Cn1c(=O)n(CCc2c[nH]c3ccccc23)c(=O)c2cccnc21)Nc1ccccc1F,4.9,2.9,5.1,-0.99,-0.29,0.13,0.92,3%,-5%,2%,1.2,541,i,-3,-0.39,1260,/
Cc1cc(NCCNC2=CC(=O)CCC2)nc2ccccc12,3.1,2.3,4.6,-0.35,-0.26,-0.25,0.49,20%,18%,-22%,-0.1,1162,i,7,/,/,i
Cc1cc(C(=O)NNc2ccccc2F)no1,/,/,/,-0.18,-0.19,-0.14,0.47,-62%,-7%,-8%,2.1,1259,/,/,-0.72,1467,i
CC(=O)Nc1cccc(N/C=C(\C=O)c2nc3ccccc3o2)c1,5.0,2.7,3.7,-0.79,-0.28,-0.54,0.56,2%,7%,-15%,/,/,i,-1,0.8,1127,i

Bioassay records: PubChem BioAssay, several laboratories
